Source: PubChem
PP1 counter – PP1-alpha phosphatase inhibitors, primary screen, counter-screen for PP5 inhibitor project, biochemical, fluorescence, OMFP substrate, single point; Serine/threonine-protein phosphatase PP1-alpha catalytic subunit (Homo sapiens), P62136; purified PP1alpha; inhibition, % at 6.7 µM; actives 0.9% (n = 320,000); AID 2235, 2010;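 active = inhibition above the mean inhibition of all tested compounds plus 3 SD, computed separately for each screening campaign, cut at about 15% in these data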
PAFAH2 FP inh – PAFAH2 enzyme inhibitors, primary screen, biochemical, fluorescence polarization, human | Platelet-activating factor acetylhydrolase 2, cytoplasmic (Homo sapiens), Q99487 | recombinant PAFAH2, FP-rhodamine activity probe | inhibition, % at 3.39 µM | actives 0.99% (n = 340,000);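 active = inhibition above the mean over all tested compounds plus 3 SD, cut at about 30% in these data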;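 note: inhibitors block probe labeling of enzyme so polarization drops; 0% = enzyme with DMSO and 100% = wells lacking PAFAH2 protein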
procasp3 activ – activators of human procaspase-3 D3A mutant, primary screen, biochemical, absorbance, PC-3 D3A mutant, single concentration | recombinant procaspase-3 D3A, Ac-DEVD-pNA absorbance 405 nm | actives 0.11% (n = 330,000) | activation, % at 8.5 µM | Caspase-3 (Homo sapiens), P42574;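 active = activation above the mean of all tested compounds plus 3 SD, cut at about 21% in these data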;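 note: 0% = DMSO alone and 100% = DMSO wells spiked with extra 5 µM PC-3 D3A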
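Technique: 405 nm absorbance of p-nitroaniline, reads at 0 and 120 min; Test system: Procaspase-3 D3A mutant; Incubation: 1 h enzyme-compound preincubation, then 2 h substrate reaction, 25 °C; Repeats: singlicate, each compound tested once; Benchmarks: low control DMSO wells, high control DMSO plus 5 µM PC-3 D3A.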
proCasp7 act – procaspase-7 activators, primary screen, counter-screen for procaspase-3 activator project, biochemical, absorbance, HTS, human | Caspase-7 (Homo sapiens), P55210 | recombinant procaspase-7, Ac-DEVD-pNA absorbance 405 nm; D23A/D198A/D206A triple mutant, cannot self-cleave; scale: DMSO 0, 5 µM enzyme 100 | activation, % at 8.5 µM | actives 0.093% (n = 330,000) | AID 463210, 2010;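 active = percent activation above the screen-wide mean plus 3 SD, cut at about 25% in these data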
Target sequence (P55210 whole entry D23A/D198A/D206A): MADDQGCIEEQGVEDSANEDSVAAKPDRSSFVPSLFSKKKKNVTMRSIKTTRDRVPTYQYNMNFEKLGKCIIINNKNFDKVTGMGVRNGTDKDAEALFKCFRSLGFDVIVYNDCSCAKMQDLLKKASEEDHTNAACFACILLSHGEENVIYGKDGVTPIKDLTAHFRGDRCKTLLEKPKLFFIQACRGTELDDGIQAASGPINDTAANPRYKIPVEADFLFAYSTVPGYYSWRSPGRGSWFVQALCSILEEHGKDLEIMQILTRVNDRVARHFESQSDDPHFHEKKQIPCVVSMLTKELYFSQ
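System: Uncleavable procaspase-7 mutant enzyme; Amount: 2 µM procaspase-7 mutant as dispensed; Schedule: 1 h compound preincubation, 2 h substrate cleavage, 25 °C; Measured by: 405 nm absorbance of p-nitroaniline; Evaluation: percent activation from buffer-corrected 0–120 min absorbance change; Control set: low DMSO alone, high DMSO plus 5 µM PC-7.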
CTSL1 counter – Fasciola hepatica cathepsin L1 inhibitors, primary screen, counter-screen for PFM18AAP inhibitor project, biochemical, QFRET, fluorogenic peptide substrate; actives 0.49% (n = 300,000); recombinant F. hepatica cathepsin L1, Z-Leu-Arg-MCA fluorescence; AID 1906, 2009; inhibition, % at 5.96 µM;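 active = inhibition above the mean of all tested compounds plus 3 SD, set per screening campaign, cut at about 17% in these data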;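 note: 0% = plate median of test compound wells and 100% = 1 µM Z-Phe-Ala-diazomethylketone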
TPT1 inh – Candida albicans TPT1 enzyme inhibitors, primary screen, biochemical, fluorescence polarization | tRNA 2'-phosphotransferase TPT1 (Candida albicans SC5314) | recombinant caTPT1, FP RNA substrate dephosphorylation | inhibition, % at 5 µM | actives 0.81% (n = 300,000) | AID 1962, 2009;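 active = inhibition above the mean of all tested compounds plus 3 SD, set per screening campaign, cut at about 24% in these data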;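 note: plate controls were DMSO alone for no effect and ferristatin control at 100 nM for full effect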
PP5 inh – PP5 phosphatase inhibitors, primary screen, biochemical, fluorescence; purified PP5c, OMFP substrate fluorescence; inhibition, % at 6.7 µM; actives 0.18% (n = 320,000); AID 1987, 2009; Serine/threonine-protein phosphatase 5 (Homo sapiens), P53041;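 active = inhibition above the campaign's mean inhibition across all tested compounds plus 3 SD, cut at about 9.5% in these data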;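 note: 0% = DMSO only and 100% = 100 µM cantharidin control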
Target sequence (P53041 whole entry, looked up): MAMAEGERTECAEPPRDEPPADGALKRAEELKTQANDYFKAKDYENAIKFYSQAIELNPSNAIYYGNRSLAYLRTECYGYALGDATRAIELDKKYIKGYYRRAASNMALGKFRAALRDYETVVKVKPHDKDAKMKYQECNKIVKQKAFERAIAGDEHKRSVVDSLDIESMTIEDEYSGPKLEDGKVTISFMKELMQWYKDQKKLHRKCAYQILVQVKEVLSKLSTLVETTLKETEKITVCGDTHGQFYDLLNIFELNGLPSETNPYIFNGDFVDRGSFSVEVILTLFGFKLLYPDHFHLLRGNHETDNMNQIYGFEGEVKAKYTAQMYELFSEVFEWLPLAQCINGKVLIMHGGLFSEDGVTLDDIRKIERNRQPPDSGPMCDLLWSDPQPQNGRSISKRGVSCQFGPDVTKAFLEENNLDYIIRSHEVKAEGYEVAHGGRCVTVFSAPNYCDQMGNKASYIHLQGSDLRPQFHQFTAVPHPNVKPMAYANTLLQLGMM
AHR act – AHR activators, primary screen, cell-based, luminescence, luciferase reporter, human. Aryl hydrocarbon receptor (Homo sapiens), P35869. AHR-responsive luciferase reporter cells. activation, % at 5 µM. actives 2.5% (n = 320,000). AID 2796, 2010; in the data active = activation above about 47%;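 note: 0% = vehicle wells and 100% = reference agonist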
HCV core dimer – inhibitors of HCV core protein dimerization, primary screen, biochemical, TR-FRET, high-throughput; TR-FRET GST/Flag-core106 dimerization, 1536-well; inhibition, % at 5 µM; actives 0.33% (n = 300,000); AID 1899, 2009;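 active = inhibition above the mean of all tested compounds plus 3 SD, set per screening campaign, cut at about 45% in these data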
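Test system: GST/Flag-tagged HCV core106 proteins; Medium: KF-containing HEPES buffer, pH 7.45, DTT, CHAPS, BSA; Times: compound-protein-antibody incubation 4 h at 22.5 °C; Detection: TR-FRET 671 and 617 nm emission; Benchmarks: wells lacking GST-core106 and wells with excess unlabelled core106.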
The depositor's hits bear a star; nt = no result given.

Short keys: A = PP1 counter; B = PAFAH2 FP inh; C = procasp3 activ; D = proCasp7 act; E = CTSL1 counter; F = TPT1 inh; G = PP5 inh; H = AHR act; I = HCV core dimer
CC1Sc2ccc(S(=O)(=O)N3CCC(C(=O)Nc4ccc(Cl)cc4)CC3)cc2NC1=O (configuration not stated)
  A = 4	B = -15	C = 2	D = 0	E = 1	F = 14	G = 4.8	H = -4	I = 11
Cc1ccc(C2CC(c3cccs3)=NN2C(=O)c2ccc(Br)o2)cc1 (configuration not stated)
  A = 8	B = 4	C = 5	D = -12	E = 2	F = 4	G = 4.6	H = 7	I = 34
O=C(CN1C(=O)C2C3C=CC(C3)C2C1=O)NCc1ccco1 (configuration not stated)
  A = 0	B = 0	C = -10	D = 7	E = -5	F = 0	G = 2.1	H = 2	I = -6
CC(C)Sc1nc2c(c(=O)n(C)c(=O)n2C)n1Cc1ccc(Cl)cc1
  A = -1	B = 3	C = -4	D = 14	E = -2	F = -9	G = 1.5	H = 0	I = 10
CC1(C)CC(=O)C2=C(C1)Nc1ccccc1N(C(=O)C1CC1)C2c1ccco1 (configuration not stated)
  A = 0	B = -7	C = -5	D = -5	E = -1	F = -3	G = 0.4	H = -6	I = 0
OC(CNCCNc1ncccc1C(F)(F)F)Cn1ccc2ccccc21 (configuration not stated)
  A = -4	B = 5	C = -1	D = 2	E = 3	F = -1	G = -0.1	H = 1	I = 0
Cc1ccc(C)c(Cn2cnc3c(oc4ccccc43)c2=O)c1
  A = 1	B = -1	C = 9	D = 11	E = 0	F = -2	G = 1.9	H = -1	I = 5
COc1ccc(NC(=O)COC(=O)CNC(=O)c2cccs2)cc1Cl
  A = -2	B = 6	C = 1	D = -14	E = nt	F = nt	G = 1.6	H = 1	I = nt
O=S(=O)(c1ccccc1)N1CCC2(CC1)OCCO2
  A = -2	B = 1	C = -5	D = 12	E = -4	F = -6	G = 0.7	H = 0	I = -5
O=C(Cc1cccc([N+](=O)[O-])c1)Nc1ccc(C(=O)N2CCOCC2)cc1
  A = nt	B = -1	C = 1	D = -4	E = nt	F = nt	G = nt	H = -3	I = nt
CCOc1ccc(OCC)c(NC(=O)CSc2nnc(-c3cccnc3)o2)c1
  A = -10	B = -1	C = -2	D = 3	E = 1	F = 3	G = 2.1	H = 1	I = -9
Cc1ccc(C)c(NC(=O)c2cc(S(=O)(=O)N3CCCCC3)ccc2N2CCOCC2)c1
  A = -2	B = 7	C = 13	D = 5	E = nt	F = nt	G = 2.9	H = -1	I = nt
CN(C)CCSc1nc(O)c(-c2ccccc2)c(=O)n1-c1ccccc1
  A = -2	B = -1	C = 3	D = 5	E = -7	F = -7	G = 0.5	H = -5	I = -6
O=C(NCCCn1ccnc1)c1cc2cc([N+](=O)[O-])ccc2oc1=O
  A = -1	B = 3	C = 14	D = 2	E = 1	F = -4	G = -0.6	H = 4	I = -7
Cc1cccc(-c2nc(CS(=O)CC(=O)NCCc3ccccc3)c(C)o2)c1 (configuration not stated)
  A = -3	B = 6	C = -1	D = -13	E = 0	F = 0	G = -0.9	H = 5	I = 8
Cc1[nH]n(-c2ccccc2)c(=O)c1/C=N/N1CCOCC1
  A = 1	B = -2	C = -6	D = -2	E = 11	F = -1	G = 1.0	H = 11	I = -8
CN(C)C(CNC(=O)c1ccc(NS(=O)(=O)c2ccc(F)cc2)cc1)c1ccco1 (configuration not stated)
  A = -7	B = 1	C = 0	D = 2	E = -4	F = 0	G = -0.1	H = -2	I = -1
O=C1c2ccccc2C(Nc2cccnc2)N1Cc1ccc2c(c1)OCO2 (configuration not stated)
  A = 1	B = 12	C = 10	D = 6	E = 0	F = 0	G = 1.5	H = 4	I = 4
Cc1ccc(C(=O)N/C(=C\c2ccco2)C(=O)NCCCn2ccnc2)cc1
  A = 11	B = 3	C = -4	D = 6	E = -3	F = -3	G = 5.0	H = 7	I = -5
CN1C(=S)SC(N(O)C(=O)Nc2cccc3ccccc23)C1(C)C (configuration not stated)
  A = -1	B = 1	C = -17	D = -23	E = 0	F = -3	G = -0.9	H = 75*	I = -8
CCOc1ccc(C2C=C(c3ccc(F)cc3)Nc3ncnn32)cc1 (configuration not stated)
  A = 4	B = -2	C = -9	D = 2	E = -2	F = -19	G = 2.8	H = 63*	I = -3
CCOc1ccccc1NC1c2ccccc2C(=O)N1c1ccc(C)cn1 (configuration not stated)
  A = -1	B = -2	C = -7	D = -4	E = 0	F = -1	G = 0.0	H = 4	I = 19
O=C1COc2ccc(C(=O)c3ccccc3)cc2CN1
  A = -3	B = 8	C = 0	D = 8	E = -3	F = -2	G = 1.4	H = 10	I = -2
CCCOC(=O)C1=C(C)NC2=C(C(=O)CCC2)C1c1ccc(N(C)C)cc1 (configuration not stated)
  A = 0	B = -1	C = -2	D = 3	E = 0	F = -3	G = 0.7	H = 5	I = -4
Cc1ccc(S(=O)(=O)Nc2ccccc2-c2nc3ccccc3[nH]c2=O)cc1
  A = -6	B = 4	C = 11	D = 12	E = nt	F = nt	G = -2.2	H = 1	I = nt
Cc1ccccc1N1CCN(c2ncnc3scc(-c4cccs4)c23)CC1
  A = 1	B = 3	C = 2	D = 0	E = 4	F = 0	G = -0.5	H = 8	I = -7
COc1ccc(CNC(=O)c2ccc(N(C)S(=O)(=O)c3ccc(C)cc3)cc2)cc1
  A = -3	B = 11	C = -8	D = -4	E = -2	F = -1	G = 5.7	H = 2	I = 12
COc1ccc(C(=O)N/C(=C\c2cn(S(=O)(=O)N(C)C)c3ccccc23)C(=O)NCCN2CCOCC2)cc1OC
  A = -1	B = 13	C = -1	D = 8	E = 7	F = -1	G = -1.3	H = 3	I = 2
CC1CCc2c(sc3nc(CSc4nnnn4C)[nH]c(=O)c23)C1 (configuration not stated)
  A = -1	B = 2	C = -1	D = 15	E = -1	F = 5	G = 0.4	H = -1	I = -1
O=C(CSc1nc2ccccc2c(=O)n1-c1ccccc1)c1c[nH]c2ccccc12
  A = 6	B = -12	C = 0	D = 9	E = 3	F = 4	G = 2.4	H = -9	I = -6
CCCCN(C(=O)CCCc1nc2ccccc2c(=O)[nH]1)c1c(N)n(CCCC)c(=O)[nH]c1=O
  A = -2	B = 3	C = 9	D = 5	E = -2	F = 4	G = 2.6	H = -2	I = -1
NS(=O)(=O)c1ccc(NC(=O)COC(=O)CCc2ccc(S(=O)(=O)N3CCOCC3)cc2)cc1
  A = -4	B = -7	C = -3	D = 7	E = 4	F = -2	G = -2.4	H = 2	I = 0
O=C(N/N=C/c1cccc(Oc2ccccc2)c1)c1ccccc1F
  A = 5	B = 0	C = -6	D = 7	E = 2	F = -1	G = 1.2	H = 0	I = 3
O=C(Cn1cnc2cc([N+](=O)[O-])ccc2c1=O)Nc1cccc(S(=O)(=O)N2CCOCC2)c1
  A = 0	B = -1	C = 4	D = 2	E = 2	F = 3	G = -0.8	H = 5	I = 18
COc1cccc(-c2cc(C(F)(F)F)c(C#N)c(=O)[nH]2)c1
  A = 0	B = 2	C = 1	D = 6	E = 2	F = 4	G = 3.3	H = 5	I = 7
COc1cc2c(cc1OC)CN(C(=O)CCC(=O)c1ccc(F)cc1)CC2
  A = nt	B = 3	C = 2	D = 7	E = nt	F = nt	G = nt	H = 2	I = nt
CC(OC(=O)Cc1coc2cc3c(cc12)CCC3)C(=O)NCc1ccc2c(c1)OCO2 (configuration not stated)
  A = 1	B = 6	C = -5	D = 4	E = -4	F = 4	G = 2.8	H = -1	I = 16
O=C(Nc1ccc2oc(-c3cccnc3)nc2c1)c1cc2ccccc2o1
  A = -1	B = 1	C = -1	D = -1	E = 0	F = 3	G = 4.3	H = -6	I = -3
CC(C)=CC(=O)OCC(=O)Nc1ccc(Cl)cc1
  A = -5	B = 80*	C = 3	D = -1	E = 1	F = -3	G = 2.1	H = 2	I = -1
Cc1ccccc1-c1nnc(CN2CCN(C(=O)c3ccco3)CC2)o1
  A = -4	B = 8	C = -3	D = -2	E = 0	F = 2	G = 1.8	H = 5	I = -14
COc1cccc(/C=N/N2CCN(C3c4ccccc4-c4ccccc43)CC2)c1O
  A = 0	B = -5	C = -12	D = 2	E = -1	F = 1	G = 1.3	H = 1	I = 4
Cc1ccccc1C(=O)NC(=S)Nc1ccccc1C(=O)O
  A = 2	B = 3	C = -11	D = -11	E = 3	F = 2	G = 2.2	H = 1	I = -3
Cc1cc(=O)oc2cc(OCC(=O)NC3CC(C)(C)NC(C)(C)C3)ccc12
  A = 3	B = 4	C = 2	D = -2	E = -2	F = -5	G = 1.3	H = -1	I = -11

Some of these compounds in order of length of the SMILES, low to high:
Short keys: A = PP1 counter; B = PAFAH2 FP inh; C = procasp3 activ; D = proCasp7 act; E = CTSL1 counter; F = TPT1 inh; G = PP5 inh; H = AHR act; I = HCV core dimer
CC1CCc2c(sc3nc(CSc4nnnn4C)[nH]c(=O)c23)C1 (configuration not stated)
  A = -1	B = 2	C = -1	D = 15	E = -1	F = 5	G = 0.4	H = -1	I = -1
Cc1cc(=O)oc2cc(OCC(=O)NC3CC(C)(C)NC(C)(C)C3)ccc12
  A = 3	B = 4	C = 2	D = -2	E = -2	F = -5	G = 1.3	H = -1	I = -11
CC(OC(=O)Cc1coc2cc3c(cc12)CCC3)C(=O)NCc1ccc2c(c1)OCO2 (configuration not stated)
  A = 1	B = 6	C = -5	D = 4	E = -4	F = 4	G = 2.8	H = -1	I = 16
